ERK EGF inh: qHTS Assay for Inhibitors of the ERK Signaling Pathway using a Homogeneous Screening Assay; Stimulation with EGF; HEK293-V1b, EGF-stimulated phospho-ERK AlphaScreen; Potency, µM (doses to about 11.5 µM), inactives show at the top dose activity change, negative = inhibition, actives largely listed as inhibitors; 0.41% of 130,000 active; AID 1454, 2008; active = well fitted inhibition curve with a large enough effect; inconclusive = small, poorly fitted or top-dose-only effect, or effect the other way;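 also: plate controls were stimulated vehicle wells for no effect and unstimulated vehicle basal for full effect; nearly all actives have a fitted effect of over 55% in size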
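In this qHTS, HEK293 cells with stable type-1 vasopressin (V1b) receptor were exposed to compound at 37C for 30 min, stimulated 5 min with EGF at 25 nM, lysed, and probed for phospho-ERK by AlphaScreen.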
Numbers without * were called inactive; ? = inconclusive; [ ] = remark or other dose. Potency is read from the fitted curve at half-maximal effect.

nr | compound | ERK EGF inh
1 | O=C(O)c1cn(-c2ccc(F)cc2)c(=O)c2ccccc12 | 1%
2 | O=C(CN1CCC(n2nnc3cc(C(F)(F)F)ccc32)CC1)NNC(=O)c1ccco1 | -7%
3 | Cc1ccc(-n2c(CCc3nc4ccccc4[nH]3)n[nH]c2=S)cc1 | 5%
4 | O=C(O)C1CCCN1C(=O)c1cccs1 (stereo not drawn) | 5%
5 | COc1ccc(NCN2C(=O)C3C4C=CC(C4)C3C2=O)cc1 (stereo not drawn) | 1%
6 | O=C(N/N=C\c1ccc(-c2ccc([N+](=O)[O-])cc2)o1)C1COc2ccccc2O1 (stereo not drawn) | 22%
7 | CC(/C=C1\SC(=S)N(NS(=O)(=O)c2ccccc2)C1=O)=C\c1ccccc1 | -14%[57.5 µM]
8 | COc1ccc(NCc2nnc(SCC(=O)Nc3nc(-c4ccccc4)cs3)n2-c2ccccc2)cc1 | 6%
9 | O=C(CCCCCNc1nc(=S)[nH]c2ccccc12)NCCc1ccc(Cl)cc1 | -5%
10 | COc1cc(C(=O)NC2CCCNC2)cc(OC)c1OC (stereo not drawn) | ?
11 | O=C(O)CCCCCN=Cc1c(O)c2ccccc2oc1=O | -4%
12 | C=CC(COCc1ccccc1)N(Cc1ccccc1)S(=O)(=O)c1ccccc1Br (stereo not drawn) | -3%[57.5 µM]
13 | COc1ccc(CCNC(=O)Cn2c(=O)n(CC3CCCO3)c(=O)c3cc(OC)c(OC)cc32)cc1OC (stereo not drawn) | -4%
14 | C=N[C@H](C(=O)N[C@@H]1C(=O)N2[C@@H]1SC(C)(C)[C@@H]2C(=O)O)c1ccccc1 | -6%[25.7 µM]
15 | CC1(C)CC(=O)c2cnc(N3CCc4ccccc43)nc2C1 | 5%[57.5 µM]

Arranged by number of heavy atoms (descending): some entries from above.
nr | compound | ERK EGF inh
14 | C=N[C@H](C(=O)N[C@@H]1C(=O)N2[C@@H]1SC(C)(C)[C@@H]2C(=O)O)c1ccccc1 | -6%[25.7 µM]
3 | Cc1ccc(-n2c(CCc3nc4ccccc4[nH]3)n[nH]c2=S)cc1 | 5%
5 | COc1ccc(NCN2C(=O)C3C4C=CC(C4)C3C2=O)cc1 (stereo not drawn) | 1%

Next results.
nr | compound | ERK EGF inh
16 | COc1ccc(CC(=O)Nc2ccc(C(=O)O)cc2NC(=O)Cc2ccc(OC)cc2)cc1 | 0%
17 | CC(C)(C)c1cc(OC(=O)c2ccncc2)ccc1O | 9%
18 | O=C(Nc1ccccc1C(F)(F)F)c1ccccn1 | 4%
19 | O=C(CCCSc1nc2ccccc2s1)NCc1ccc2c(c1)OCO2 | 1%
20 | Cc1ccc(C(=O)NCCc2nnc3ccc(SCC(=O)Nc4ccc(C)cc4C)nn23)cc1 | 3%
21 | COc1cc(/C=N/NC(=O)c2ccc(CSc3nncn3C)cc2)ccc1OCC(=O)N1CC(C)OC(C)C1 (stereo not drawn) | -9%
22 | Cc1csc(=O)n1CC(=O)OCc1cccc2ccccc12 | -5%
23 | CC(C)c1cc(CNC(=O)CC2C(=O)NCCN2CC2CCCCC2)on1 (stereo not drawn) | 10%
24 | O=C(c1ccccc1)N1CCN(S(=O)(=O)c2cccc(NS(=O)(=O)c3ccccc3)c2)CC1 | -3%[57.5 µM]
25 | O=C1/C(=C/c2cccs2)CCC1C1CCCC1 (stereo not drawn) | 0%
26 | CCc1ccc(-c2cc(C(=O)N/N=C/c3ccco3)[nH]n2)cc1 | -2%
27 | C=CCn1c(SCC2CCCCO2)nc2sc(CC)cc2c1=O (stereo not drawn) | -16%[57.5 µM]
28 | CCOC(=O)N1CCC(N2Cc3cccc(C(=O)NCc4ccc(OC)cc4)c3C2=O)CC1 | -1%
29 | S=C(NNc1nc(Nc2ccccc2)nc(N2CCCCC2)n1)NC1CCCCC1 | 8%
30 | Cc1cc(NS(=O)(=O)c2ccc(NC(=S)NC(=O)c3ccc(F)cc3Cl)cc2)no1 | 3%
31 | Cc1ccc(C)c(NC(=O)c2ccccc2C(=O)c2ccccc2)c1 | 0%
32 | CCOc1cc(C(=O)OCC(=O)NC(C)c2ccccc2)ccc1OCC(=O)N1CCOCC1 (stereo not drawn) | 18%
33 | O=C(NCc1nc2ccccc2[nH]1)C1=C[C@H](c2ccc(C(F)(F)F)cc2)C[C@H](OCc2ccc(CO)cc2)O1 | 12%[57.5 µM]
34 | Cn1nnc(NC(=O)c2ccc([N+](=O)[O-])cc2Cl)n1 | -10%
35 | Cc1nccn1CCCN1C(=O)OC2(CCCCC2)C1(C)O (stereo not drawn) | 1%
36 | O=C(C1CCCO1)N1CCN(C(=S)Nc2ccc(Cl)cc2Cl)CC1 (stereo not drawn) | 2%
37 | CCCCCN=c1ccn(Cc2ccccc2)c2ccccc12 | -11%
38 | CC(=O)Nc1ccc(NC(=O)Nc2cc(C)cc(C)c2)cc1 | 5%[57.5 µM]
39 | CCOc1ccc(S(=O)(=O)N(C)c2ccc(OCC(=O)Nc3nc4ccccc4s3)cc2)cc1 | 0%
40 | O=C(/C(=C/c1ccccc1Cl)c1ccccc1)N1CCOCC1 | -6%
41 | CCOC(=O)c1cc2cc([N+](=O)[O-])cc(OC)c2oc1=O | -3%
42 | O=C(c1ccccc1)N(CCO)Cc1cc2cc3c(cc2[nH]c1=O)OCCO3 | 9%
43 | COc1ccccc1/C=C/C=N/NC(=O)c1cc(-c2ccco2)[nH]n1 | -1%[57.5 µM]
44 | COc1ccccc1NC(=O)Cn1c(CCC(=O)O)ccc1-c1ccccc1 | 0%
45 | C/C(N)=C(/C#N)C(=O)COC(=O)c1cc(-c2ccccc2)nc2ccc(Br)cc12 | -4%
46 | Clc1nc(CN2CCOCC2)nc2sc3c(c12)CCC3 | -2%
47 | Cc1cc(NS(=O)(=O)c2ccc(NC(=S)NC(=O)c3ccncc3)cc2)no1 | -18%[57.5 µM]
48 | Cc1ccccc1NC(=S)N/N=C/c1ccc(O)cc1O | -9%[57.5 µM]
49 | C[C@@](N)(Cc1ccc(O)c(O)c1)C(=O)O | 5%
50 | CC1CCc2c(sc(NC(=O)C3CCCO3)c2C#N)C1 (stereo not drawn) | -2%
51 | O=C(NCc1nnc(SCC(=O)N2CCCc3ccccc32)o1)c1ccco1 | 2%
52 | CC1CCCC(C)N1C(=O)c1cc(-c2cccs2)on1 (stereo not drawn) | 12%
53 | O=C(O)CNc1nc(-c2ccccc2)nc2c1oc1ccccc12 | 7%[57.5 µM]
54 | CC(C)CN1CCNC(=O)C1CC(=O)NCc1cnn(-c2cccc(F)c2)c1 (stereo not drawn) | 17%[57.5 µM]
55 | N=C1/C(=C/c2cccn2Cc2ccc(F)cc2)C(=O)N=C2SC=CN12 | -6%
56 | O=C(C1=NN[C@@H]2C(=O)N(c3cccc(F)c3)C(=O)[C@H]12)c1cnccn1 | -6%[57.5 µM]
57 | O=C(O)c1ccc(-c2ccccn2)s1 | 13%
58 | O=C(/C=C/c1ccc2c(c1)OCCO2)c1ccccc1 | -1%[57.5 µM]
59 | Nn1c(SCCOc2ccccc2)nnc1-c1cccnc1 | 6%
60 | O=C(NC1CCCCC1)C(c1ccncc1)N(C(=O)Cn1nnc(-c2cccs2)n1)C1CCCC1 (stereo not drawn) | -6%
61 | O=C(COC(=O)C1CC1)Nc1ncc(C(F)(F)F)cc1Cl | 3%
62 | O=C(CCCN1C(=O)c2cccc3cccc(c23)C1=O)NC1CCS(=O)(=O)C1 (stereo not drawn) | 8%
63 | Cc1cc2nc(C)c(=O)n(C)c2cc1C | 9%
64 | O=C(NCCCCCCNC(=O)c1ccc(Br)s1)c1ccc(Br)s1 | -1%
65 | O=C1OC(c2ccccc2)c2ccccc21 (stereo not drawn) | 0%
66 | O=C(NCc1ccncc1)C(=O)NCC(c1ccco1)N1CCN(c2ccccc2F)CC1 (stereo not drawn) | 14%
67 | COC(=O)C1=C(C)NC(=S)N(C(C)=O)C1c1ccccc1 (stereo not drawn) | 2%
68 | N/C(=N\OC(=O)c1ccc2ccccc2c1)c1ccc(Br)cc1 | 16%
69 | CCc1nc(SCc2ccc(Cl)cc2)n[nH]1 | 1%
70 | Cc1ccc(C(=O)/C=C/N(C)C)o1 | -14%
71 | CC(=O)Nc1ccc(-c2csc(NNC(=O)c3ccc(C)cc3)n2)cc1 | -4%
72 | CC(=O)c1cnn(-c2c(Cl)cc(Cl)cc2Cl)c1C | ?
73 | COc1ccc(CCNC(=O)COC(=O)c2cc(OC)c(OC)cc2OC)cc1OC | -7%
74 | Cc1cnc(C(=O)OCC(=O)Nc2ccc(Cl)cc2Cl)cn1 | -6%
75 | O=C(/C=C/c1ccco1)NCc1ccccn1 | 2%

The list continues.
nr | compound | ERK EGF inh
76 | CC1(c2nnc(-c3ccc(Cl)cc3)o2)CC(c2ccc([N+](=O)[O-])cc2)=NO1 (stereo not drawn) | -9%[57.5 µM]
77 | O=S1(=O)NC(=NCCOCCO)c2ccccc21 | -2%
78 | CCc1ccc(-c2nc(CSCC(=O)NCc3ccco3)c(C)o2)cc1 | -1%
79 | CC(=O)N1CCc2c(sc(NC(=O)CN3C(=O)CCC3=O)c2C(N)=O)C1 | -5%
80 | Cc1cccc(C)c1NC(=O)COC(=O)c1cc(-c2cccnc2)nc2ccccc12 | 2%
81 | Cc1cc2nc(CSc3ccc(Cl)cc3)cc(=O)n2[nH]1 | -10%
82 | CC1N=C(N)C(c2nc3ccccc3n2C)=C1O (stereo not drawn) | -2%
83 | O=C(N/N=C/c1sc(N2CCOCC2)nc1-c1ccccc1)c1cccc(S(=O)(=O)N2CCCC2)c1 | -4%
84 | Cc1ccc(S(=O)(=O)NN=C2C3CC4CC(C3)CC2C4)cc1[N+](=O)[O-] | -4%
85 | COc1ccc(OC)c(NC(=O)C2C(C(=O)O)C3(Cl)C(Cl)=C(Cl)C2(Cl)C3(Cl)Cl)c1 (stereo not drawn) | -1%
86 | CCc1nnc(NC(=O)CSc2nnc(-c3ccc(S(=O)(=O)N4CCCC4)cc3)n2CC)s1 | 4%
87 | O=S(=O)(c1ccc(NC(=S)NCc2ccco2)cc1)N1CCCC1 | -4%
88 | CCCN1C(=O)/C(=N\OCC(=O)NCC(F)(F)F)c2ccccc21 | 1%
89 | Cc1ccc(C)n1-c1nn(S(=O)(=O)c2cccc3cccnc23)c2cccc(F)c12 | -3%[57.5 µM]
90 | C#CCOCCOCCOCCNc1nc(N2CCN(C(=O)[C@H](Cc3ccc(O)cc3)n3cc([C@@H](N)CC(C)C)nn3)CC2)nc(N2CCN(C(=O)[C@H](Cc3cc4ccccc4[nH]3)n3cc([C@@H](N)CC(C)C)nn3)CC2)n1 | 7%[57.5 µM]
91 | COc1ccc(OC)c(NC(=O)c2cc3c(=O)n4ccccc4nc3n2C)c1 | 1%
92 | O=C(Cc1ccccc1)c1nc2ccccc2s1 | 8%
93 | O=[N+]([O-])c1cc(C(F)(F)F)ccc1NN=C1CCCC1 | ?
94 | O=C(/C=C/c1ccc(F)cc1)NC(=S)N1CCN(c2ccccn2)CC1 | -2%[57.5 µM]
95 | O=C(NCCCl)Nc1ccc(Cl)c([N+](=O)[O-])c1 | -4%
96 | CCCS(=O)(=O)NCc1cn2cccc(C)c2n1 | 3%
97 | O=C(O)c1cccc(-c2ccc(/C=N/Nc3ccc([N+](=O)[O-])cc3)o2)c1 | 1%[57.5 µM]
98 | COC(=O)c1ccc2nc(C)cc(Nc3ccc(N(C)C)cc3)c2c1 | ?
99 | N=C(N)N=Nc1c(O)[nH]c2ccc(Br)cc12 | 1%
100 | COc1ccc(C(=O)C2CCCCC2=O)cc1 (stereo not drawn) | ?
101 | O=C(Nc1ccc(S(=O)(=O)Nc2nccs2)cc1)C1=NN(c2ccccc2)C(=O)CC1 | 18%[57.5 µM]
102 | CCOc1ccc(CC(=O)N/N=C/c2cccnc2)cc1 | -1%[57.5 µM]
103 | CCOC(=O)c1c(NC(=S)Nc2cccc(C)c2)sc2c1CC(C)(C)SC2 | -3%
104 | Cc1cc(C)c2c(C)[nH]nc2n1 | 2%[57.5 µM]
105 | Cc1cc(NC(=O)/C=C\C(=O)O)c([N+](=O)[O-])cc1C | 4%[57.5 µM]
106 | O=C(CCN=C1NS(=O)(=O)c2ccccc21)N1CCc2ccccc2C1 | 0%
107 | COc1ccccc1OCCNC(=O)Cc1ccc(Cl)c(Cl)c1 | 0%
108 | NC(=O)C1CCN(C(=O)c2ccc(Oc3cc(Cl)cc(Cl)c3)o2)CC1 | -7%[57.5 µM]
109 | C#CCNC(=O)C1=C[C@H](c2ccc(Br)cc2)C[C@H](OCCCCO)O1 | -7%[57.5 µM]
110 | CC(=O)Oc1ccc(C(=O)[C@H]2[C@H]3C(=O)N(c4ccccc4)C(=O)[C@H]3[C@@H]3C=CC=NN32)cc1 | 12%
111 | CN1C(=O)/C(=C/c2ccc(O)c([N+](=O)[O-])c2)N(C)C1=S | -10%
112 | C=CCn1c(SCC(=O)c2ccc(O)c(O)c2)nnc1-c1cccnc1 | -7%[57.5 µM]
113 | Cc1ccccc1C(=O)N1CCC(C(=O)Nc2nccs2)CC1 | -1%
114 | CCCOc1ccc(NC(=O)C2CC(=O)N(C)C(=Nc3cccc(OC)c3)S2)cc1 (stereo not drawn) | 3%
115 | CCCCCCC(C)NC(=S)Nc1cc(S(=O)(=O)N(C)C)ccc1C (stereo not drawn) | 9%
116 | Nn1c(SCc2ccc(Br)cc2)nnc1-c1ccccn1 | -10%
117 | COc1ccc(-c2c(NC(=O)c3ccco3)n(-c3ccc(C)cc3)nc(C)c2=O)cc1 | -10%[57.5 µM]
118 | O=C(NCC(=O)N(c1cccc(F)c1)C(C(=O)NC1CCCC1)c1cccnc1)c1cccs1 (stereo not drawn) | 30%
119 | CC1=NCCN1S(=O)(=O)c1c(C(C)C)cc(C(C)C)cc1C(C)C | 6%
120 | CCCNC(=O)N1CCN(c2ncccn2)CC1 | -9%

Laid out differently: results already given.
106. O=C(CCN=C1NS(=O)(=O)c2ccccc21)N1CCc2ccccc2C1
  ERK EGF inh: 0%

107. COc1ccccc1OCCNC(=O)Cc1ccc(Cl)c(Cl)c1
  ERK EGF inh: 0%

108. NC(=O)C1CCN(C(=O)c2ccc(Oc3cc(Cl)cc(Cl)c3)o2)CC1
  ERK EGF inh: -7%[57.5 µM]

High-throughput results from PubChem BioAssay.

An excerpt (hit frequency here may not be typical).
